Compound activity from PubChem.
TRPML3 agonist – activates the human TRPML3 channel; HEK293 TRPML3-YFP, Fluo-8 calcium fluorescence; 100% = the carbachol control signal; activation, % at 3 µM; 220,000 compounds, 0.29% hits; AID 1448;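 active = activation above its plate's cutoff, the mean activation of the plate's test wells plus 3 SD, cut at about 12% in these data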;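 also: 0% = DMSO only wells and 100% = carbachol wells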
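system = HEK293 cells stably carrying human TRPML3-YFP | doses = one concentration, 3 µM nominal, 0.3% DMSO | timing = dye loading 1 h 37 °C then 30 min ambient, 125 s read | detection = Fluo-8 calcium dye fluorescence, ex 470-495, em 515-575 nm | benchmarks = high control carbachol 87 µM, low control DMSO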
CHOP inhibitor – blocks CHOP induction under ER stress; CHO-K1 CHOP-promoter luciferase, tunicamycin-induced, 15-18 h; inhibition, % at 10 µM; 220,000 compounds, 3.8% hits;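 active = compounds that reduced the stress-induced luciferase reporter signal by more than about 70% of percent inhibition, limit read from the data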;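 also: 0% = tunicamycin plus vehicle and 100% = wells without tunicamycin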
TNF death inh – TNF-alpha cell death inhibition in Jurkat FADD-/- cells; 220,000 compounds, 0.068% hits; activation (protection from cell death), % at 10 µM; Jurkat FADD-/- TNF necroptosis rescue, ATP luminescence, 24 h; 0 = TNF only, 100 = no-TNF cells;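 active = activation, meaning protection from cell death, of at least 50% relative to plate controls; inactive = activation below 50%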;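 also: necroptosis triggered by 40 ng/mL TNF-alpha added together with compound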
Ba/F3 V617F tox – loss of viability in JAK2V617F-driven Ba/F3 cells. 220,000 compounds, 1.1% hits. Ba/F3 EpoR-JAK2V617F viability, ATP luminescence. inhibition, % at 5.6 µM. AID 1446;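 active = inhibition above the campaign mean plus 3 SD over all tested compounds, cut at about 24% in these data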;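 also: cytokine-independent growth of Ba/F3 cells driven by EpoR plus mutant JAK2; 0% = DMSO-treated cells and 100% = JAK inhibitor I control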
BaF3 parental – counter-screen for JAK2V617F inhibitors: parental Ba/F3 viability inhibitors; CellTiter-Glo ATP luminescence; inhibition, % at 5.6 µM; 220,000 compounds, 1.1% hits;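 active = inhibition above a per-campaign cutoff, the mean inhibition of all tested compounds plus 3 SD, cut at about 27% in these data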;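 also: 0% = DMSO wells and 100% = JAK Inhibitor I control wells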
PPC-1+TRAIL kill – compounds killing PPC-1 cancer cells with TRAIL present (potentiator screen, no TRAIL-free arm). PPC-1 cells + TRAIL, ATPLite viability luminescence. cell killing (% activity), % at 4 µM. 220,000 compounds, 0.41% hits. AID 1443;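 active = cell killing above 50% in the first pass at 4 µM, then a duplicate retest at 5 µM averaging 50% or more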;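 also: plate controls were cells with TRAIL plus DMSO for no effect and medium-only wells lacking cells for full effect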
TRPN1 ag – zebrafish TRPN1 (NompC) channel agonism. 220,000 compounds, 0.18% hits. AID 1424. activation, % at 3 µM. HEK293 zebrafish TRPN1-YFP, Fluo-8 calcium fluorescence; 100% = response to 87 µM carbachol;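 active = activation above its plate's cutoff, the mean activation of test wells on that plate plus 3 SD, cut at about 19% in these data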;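 also: 0% = DMSO alone and 100% = 87 µM carbachol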
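Material – zebrafish TRPN1-YFP in HEK293 cells · Doses – 3 µM single point · Schedule – dye 1 h 37 °C plus 30 min RT · Signal – Fluo-8 calcium fluorescence, excitation 470-495 nm, emission 515-575 nm · Read-out – % activation versus carbachol response · Control set – carbachol high, DMSO low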
Wee1 degr inh – inhibitors of human Wee1 degradation; P30291; HeLa Luc-Wee1K328M stability, luciferase luminescence; 100% = proteasome inhibitor MG132 effect; reporter increase, % at 5 µM; 220,000 compounds, 1.2% hits; AID 1321;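 active = activation above the mean of all tested compounds plus 3 SD, set per screening run, cut at about 8.8% in these data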;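 also: cells exposed to compound for 20 h before luminescence read; 0% = DMSO alone and 100% = MG132 at 30 µM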
Target sequence (P30291 whole entry K328M): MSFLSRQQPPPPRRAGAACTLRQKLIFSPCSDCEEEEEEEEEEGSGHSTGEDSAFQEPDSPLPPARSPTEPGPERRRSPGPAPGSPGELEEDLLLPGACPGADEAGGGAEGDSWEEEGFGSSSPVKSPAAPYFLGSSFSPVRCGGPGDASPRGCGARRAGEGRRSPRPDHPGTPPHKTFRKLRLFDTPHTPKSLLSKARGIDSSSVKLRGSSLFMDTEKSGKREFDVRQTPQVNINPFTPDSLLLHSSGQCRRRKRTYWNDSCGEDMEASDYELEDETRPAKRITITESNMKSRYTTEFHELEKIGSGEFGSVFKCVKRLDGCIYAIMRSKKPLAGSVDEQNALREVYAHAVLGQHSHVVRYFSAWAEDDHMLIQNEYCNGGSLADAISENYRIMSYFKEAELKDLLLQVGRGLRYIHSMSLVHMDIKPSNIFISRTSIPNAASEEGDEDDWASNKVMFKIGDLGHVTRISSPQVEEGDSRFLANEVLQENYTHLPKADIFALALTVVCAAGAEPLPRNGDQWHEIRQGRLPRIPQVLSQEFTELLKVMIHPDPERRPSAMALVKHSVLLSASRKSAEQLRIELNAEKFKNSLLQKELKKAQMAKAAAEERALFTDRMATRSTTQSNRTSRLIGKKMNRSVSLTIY
RBBP9 inh – human RBBP9 hydrolase inhibition | 220,000 compounds, 0.2% hits | inhibition, % at 7.94 µM | O75884 | recombinant RBBP9, FP-Rh probe fluorescence polarization;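 active = inhibition above the campaign mean of all tested compounds plus 3 SD, cut at about 14% in these data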;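 also: plate controls were DMSO wells with RBBP9 for no effect and wells lacking RBBP9 protein for full effect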
Target sequence (O75884 whole entry, looked up): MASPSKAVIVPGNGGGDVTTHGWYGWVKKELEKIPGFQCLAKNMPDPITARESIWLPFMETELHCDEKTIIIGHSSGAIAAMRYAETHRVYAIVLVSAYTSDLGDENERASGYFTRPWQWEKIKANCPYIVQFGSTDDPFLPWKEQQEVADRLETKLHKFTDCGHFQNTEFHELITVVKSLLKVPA
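Controls: DMSO-treated enzyme wells and wells lacking RBBP9 | Material: RBBP9 protein | Technique: Fluorescence polarization | Replication: Single well per compound, no replicates | Buffer or medium: Tris-NaCl-Pluronic buffer, pH 8.0 | Timing: 30 min compound preincubation, 45 min probe labeling, 25 °C | Read-out basis: Percent inhibition from mP, scaled between DMSO and no-protein wells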
Numbers without * were called inactive; . = no result given. Only part of the results is shown; rates above refer to the full screens.

SMILES	TRPML3 agonist	CHOP inhibitor	TNF death inh	Ba/F3 V617F tox	BaF3 parental	PPC-1+TRAIL kill	TRPN1 ag	Wee1 degr inh	RBBP9 inh
O=c1[nH]c(=S)n(Cc2ccc(F)cc2)c(O)c1C=NCc1cccnc1	0.1	28.2	-6.8	-6.8	2.1	18.6	-1.3	-1.8	2.7
CCOP(=O)(OCC)C1(O)C(=O)Nc2ccc(Br)cc21 (stereo not drawn)	0.2	1.3	11.5	2.4	3.7	11.3	1.1	0.9	-3.7
O=C1NC(=O)N(c2cccc(Cl)c2)C(=O)/C1=C\c1ccc(Sc2nc3ccccc3[nH]2)o1	13.7*	4.3	10.8	0.3	7.1	2.0	19.9*	10.8*	-162.8
O=C(CF)NC(Nc1cccc2cccnc12)C(Cl)(Cl)Cl (stereo not drawn)	-0.1	7.4	-6.5	5.9	1.1	12.7	-1.6	-4.0	-4.4
CCCCn1c(O)c(C(C)=NCCN2CCOCC2)c(=O)[nH]c1=O	0.5	-0.7	-0.2	0.6	4.3	3.0	-1.0	4.7	-0.3
CCC(=NCc1ccco1)c1c(O)n(-c2ccccc2C)c(=O)[nH]c1=O	0.7	0.4	1.1	-0.9	-0.9	13.3	1.4	-2.4	-4.5
COc1cccc(N=Cc2c(O)n(Cc3ccco3)c(=O)[nH]c2=O)c1	0.2	9.6	-0.7	-6.5	1.1	0.0	0.6	-2.2	-2.0
COc1cc(C(=S)N2CCOCC2)cc(OC)c1OC(=O)Cc1ccccc1	1.1	13.4	-0.2	-2.8	6.0	11.4	-0.7	1.3	1.1
O=c1[nH]c(=O)n(CCc2ccc(F)cc2)c(O)c1C=NCCCn1ccnc1	0.7	2.8	1.6	1.2	-1.2	-6.1	2.1	-0.7	-6.8
COc1ccc(-c2[nH]ncc2CNC(C)Cc2ccsc2)c(F)c1 (stereo not drawn)	1.0	6.7	1.7	3.0	4.3	4.3	-0.8	-0.8	-0.7
Cc1ccccc1-n1c(C)cc(/C=C2/C(=O)NC(=O)N(Cc3ccco3)C2=O)c1C	1.1	13.8	0.3	3.5	5.3	18.1	1.6	-1.6	-6.1
CN1C(=O)C(=Cc2ccc(N3CCCCCC3)cc2)C(=O)N(C)C1=O	0.0	-2.1	-3.9	-2.2	-0.2	-10.4	1.4	-2.5	-0.9
NC(N)=N/N=C/c1cn(-c2ccccc2)nc1-c1cccs1	1.0	106.3*	-16.1	1.5	5.1	36.9	-0.5	-1.7	-2.4
Nc1c(C(=O)NCCN2CCOCC2)c2nc3ccccc3nc2n1Cc1ccco1	0.8	34.6	-4.8	-1.2	1.6	-16.1	0.7	-2.0	-10.9
O=Cc1cn(Cc2cccc(F)c2)c2ccccc12	0.0	0.1	-1.3	1.6	5.3	12.5	-2.7	-1.2	4.3
Oc1c(Br)cc(Br)cc1Oc1ccc(Br)cc1Br	0.6	5.8	1.3	-1.9	5.1	15.0	1.8	-2.5	-3.5
CN1CCN(Cc2ccccc2Sc2ccccc2)CC1	1.8	17.1	1.6	-1.9	8.0	21.0	1.0	-1.7	-5.5
CCc1c(C(=O)NN2C(=O)C3C4CCC(O4)C3C2=O)csc1C (stereo not drawn)	-0.1	-3.7	1.0	-2.3	2.4	8.5	-0.4	3.0	-9.1
CNC(=O)Oc1ccc2ncccc2c1	0.0	-44.6	-2.5	-0.9	2.2	-3.7	-0.2	2.4	-5.2
CCOC(=O)N(CC)c1ccc(C(O)(C(=O)OC)C(F)(F)F)cc1 (stereo not drawn)	-0.4	55.7	-1.7	0.3	1.9	-0.2	-0.1	0.1	11.3

Full records, looked up by structure. Order of values: TRPML3 agonist	CHOP inhibitor	TNF death inh	Ba/F3 V617F tox	BaF3 parental	PPC-1+TRAIL kill	TRPN1 ag	Wee1 degr inh	RBBP9 inh
O=c1[nH]c(=S)n(Cc2ccc(F)cc2)c(O)c1C=NCc1cccnc1 in the list: 0.1	28.2	-6.8	-6.8	2.1	18.6	-1.3	-1.8	2.7
O=C1NC(=O)N(c2cccc(Cl)c2)C(=O)/C1=C\c1ccc(Sc2nc3ccccc3[nH]2)o1 in the list: 13.7*	4.3	10.8	0.3	7.1	2.0	19.9*	10.8*	-162.8
CCC(=NCc1ccco1)c1c(O)n(-c2ccccc2C)c(=O)[nH]c1=O in the list: 0.7	0.4	1.1	-0.9	-0.9	13.3	1.4	-2.4	-4.5

The listing continues.
SMILES	TRPML3 agonist	CHOP inhibitor	TNF death inh	Ba/F3 V617F tox	BaF3 parental	PPC-1+TRAIL kill	TRPN1 ag	Wee1 degr inh	RBBP9 inh
CC(=O)NC(Cc1ccc(N(CCCl)CCCl)cc1)C(=O)NCC(=O)NCC(=O)O (stereo not drawn)	0.8	56.6	-2.3	-2.1	3.0	20.9	-1.0	6.8	2.0
OCCOCC#CCN1CCOCC1	1.5	15.5	2.9	1.1	6.5	13.0	2.0	-1.0	0.2
CCN(CC(=O)Nc1ccc(C#N)c(Cl)c1)CC(=O)NC(C)(C)C	1.3	26.0	0.5	1.4	6.9	-0.3	1.2	-2.2	0.5
CN(C)C(Cc1ccc(C#N)cc1)C(=O)c1ccccc1 (stereo not drawn)	-0.8	-20.3	1.8	-5.4	-0.5	17.2	0.8	-3.1	-5.3
CNC(C)Cc1ccccc1Sc1ccc(O)cc1 (stereo not drawn)	-0.1	5.1	0.5	-2.4	-0.8	14.2	1.3	0.1	1.9
Cc1ccc(-c2nc(N(C)C3CCN(C)CC3)c3ccccc3n2)cc1	1.5	12.2	-4.2	4.2	14.4	8.8	0.6	0.3	6.4
OC12CCCCC1C(c1ccccc1)NCC2 (stereo not drawn)	0.5	56.0	1.1	-4.9	-2.2	5.7	0.5	2.5	0.2
Cc1nn(Cc2ccc(Cl)cc2Cl)c(Cl)c1C(=O)NC1CCCc2ccccc21 (stereo not drawn)	-0.3	57.0	2.3	-3.0	0.2	25.8	-0.5	1.7	-4.2
CC(C)(C)n1c(O)c(C=Nc2ccc3c(c2)CCC3)c(=O)[nH]c1=O	0.3	19.2	-3.1	-2.9	63.0*	5.6	0.3	-2.4	4.7
O=c1c2ccccc2nc(-c2ccoc2)n1-c1ccccc1Cl	0.1	15.4	-1.8	-2.9	4.6	17.2	-0.2	1.4	-4.1
CCC(=NC1CC1)c1c(O)n(C2CCCCC2)c(=O)[nH]c1=O	0.5	39.8	0.3	-1.9	6.4	0.5	-0.3	-0.6	-8.2
Cc1ccc(-c2nc3ccccc3c(=O)n2-c2cccnc2)cc1	0.6	12.7	0.1	2.5	7.6	17.8	0.9	-1.9	-4.2
CCCCCCCCCOc1ccc2[nH]cc(CCN)c2c1	1.9	18.2	.	0.8	-5.7	61.0*	-0.4	-0.2	0.9
COc1c(C)cc(C(=O)C2CCCN(Cc3cccc(C)n3)C2)cc1C (stereo not drawn)	0.6	10.1	0.7	4.9	4.3	.	3.1	3.4	-6.5
c1csc(CN2CCNCC2)c1	0.9	-32.6	0.6	-2.6	2.6	-4.6	0.7	0.5	-8.2
COc1ccc(CC2(CCc3ccncc3)C(=O)NC(=O)NC2=O)c(OC)c1	-0.1	-14.8	1.0	2.5	5.2	3.8	2.4	2.4	0.2
COc1ccccc1N1CCN(Cc2cc(C)c(C)cc2O)CC1	-0.4	27.6	1.6	-1.2	2.1	9.7	-0.8	1.6	-3.2
COc1ccccc1OCCCn1cc(C=O)c2ccccc21	0.6	-6.7	-0.4	3.3	8.6	5.5	0.3	1.2	-8.2
CCOP(=O)(OCC)c1cccc(OP(=O)(c2cccc([N+](=O)[O-])c2)c2cccc([N+](=O)[O-])c2)c1	0.9	4.0	4.2	-2.4	-1.4	-1.7	2.6	-3.1	-0.9
Cc1ccc(-n2c(O)c(C=NCCN3CCOCC3)c(=O)[nH]c2=O)cc1	0.5	-6.5	0.4	-2.4	3.8	7.6	1.2	-2.2	-3.1
COc1ccccc1N1CCN(C(CNC(=O)Oc2ccccc2)c2cccnc2)CC1 (stereo not drawn)	-0.6	18.2	-2.8	0.2	2.0	15.2	0.7	-0.5	6.5
O=C1NC(=O)N(Cc2ccc(F)cc2)C(=O)/C1=C\C=C\c1ccco1	4.2	0.0	-25.0	1.9	-0.4	14.1	6.1	4.5	-9.9
CCN(CCNc1ccc([N+](=O)[O-])c2cccnc12)S(=O)(=O)c1ccccc1	0.5	23.5	0.7	-2.4	5.5	0.4	1.0	0.6	-10.6
O=C1/C(=C/c2cccc([N+](=O)[O-])c2)N2CCC1CC2	0.6	16.9	0.1	-4.0	0.7	6.6	0.1	0.3	-5.7
COc1cc(/C=C2/C(=O)NC(=O)N(c3ccccc3)C2=O)ccc1O	1.0	-1.1	1.0	-3.2	0.9	40.0	0.2	-0.8	0.0
Cc1nc2ccc(P(=O)(O)O)cc2s1	-0.1	17.5	-1.5	0.6	10.1	11.7	-1.2	-3.3	4.6
O=C(c1c[nH]c2ccc(S(=O)(=O)N3CCOCC3)cc2c1=O)N1CCC2(CC1)OCCO2	0.5	-11.8	0.0	3.1	2.7	14.8	0.8	-4.7	-2.9
Cc1ccc2c(c1)CC1(CN2C)C(=O)NC(=O)N(C(C)C)C1=O (stereo not drawn)	0.2	35.4	-1.8	-4.4	5.2	-11.9	0.8	-1.1	-4.4
Cn1c(C(=O)N2CCC3(CC2)OCCO3)cc2c(=O)n(C)c3ccccc3c21	1.8	8.9	0.2	1.1	6.4	3.3	0.6	0.8	-8.1
CC1=NN(c2ccccc2)C(=O)C1/C=C1\C(=O)NC(=O)N(c2ccc(C)c(C)c2)C1=O (stereo not drawn)	0.4	51.3	-2.4	0.2	10.9	-7.8	0.2	1.0	-1.4
Cc1ccc(-c2nn(Cc3ccccc3)cc2C=O)cc1	-0.7	2.0	1.9	2.0	0.4	-26.9	-0.6	9.1*	-2.8
CC1=CC(=O)NP(=O)(Oc2ccc3ccccc3c2)N1 (stereo not drawn)	0.7	14.1	-0.3	1.1	6.2	-1.2	-0.1	-1.9	-7.5
CCOP(=O)(OCC)c1cccc(O)c1	0.5	11.3	-0.7	1.2	-0.3	-6.1	-0.1	-1.8	-2.5
O=C(Nc1ccc(Cl)cc1C(=O)c1ccccc1)c1ccc(Br)o1	0.5	54.8	-4.2	1.0	5.5	4.5	0.1	0.7	-2.0
